From PubChem BioAssay
TWEAK Fn14 block: inhibitors of TWEAK-Fn14 signaling, primary screen, luciferase reporter cells, uHTS. TWEAK-stimulated Fn14 reporter cells, luciferase luminescence, 8 h. inhibition, % at 10 µM. hit rate 2% among 360,000; in the data active = inhibition above about 50%
LMP1 NFkB inh: EBV LMP1-driven NF-kappaB luciferase reporter inhibitors, primary screen, cell-based, luminescence, single point; LMP1-induced NF-kappaB luciferase reporter cells; inhibition, % at 12.5 µM; hit rate 0.69% among 350,000; in the data active = inhibition above about 41%;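 also: 0% = neutral control wells and 100% = reference inhibitor control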
TROY signal inh: inhibitors of TROY-driven NF-kB signaling, primary screen, Q293 LMP1-TROYcd cells, NF-kB luciferase, uHTS; Q293 LMP1-TROYcd NF-kB luciferase reporter, 4 h; inhibition, % at 10 µM; hit rate 0.98% among 360,000; AID 1347056, 2019;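 active = compounds whose plate-normalised and pattern-corrected inhibition of the luciferase reporter signal at the single screening dose is 50% or more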
TRAIL sens C8: viability loss with TRAIL in NB7+C8 cells, primary screen, TRAIL sensitizer project, cell-based, ATPlite luminescence; inhibition (viability loss, TRAIL sensitization), % at 10 µM; hit rate 1% among 360,000;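 active = compounds causing at least 50% loss of cell viability in the single-dose screen, relative to plate controls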
NCOA2 inhibitor: inhibition of GAL4-SRC2 driven luciferase reporter, primary screen, SRC2 inhibitor project, cell-based, luminescence; Nuclear receptor coactivator 2 (Homo sapiens), Q15596; HEK293 GAL4-SRC2 luciferase reporter; inhibition, % at 9 µM; hit rate 0.17% among 370,000;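 active = inhibition above the mean inhibition of all tested compounds plus 3 SD, set per campaign, cut at about 52% in these data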;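 also: 0% = DMSO treated cells and 100% = cells given Gossypol at 36 µM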
NCOA3 inh: SRC3 coactivator transcriptional activity inhibitors, primary screen, cell-based, luminescence; HEK293 GAL4-SRC3 luciferase reporter; Nuclear receptor coactivator 3 (Homo sapiens), Q9Y6Q9; inhibition, % at 3.6 µM; hit rate 0.17% among 360,000;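 active = inhibition above a per-campaign cutoff, the mean of all compounds plus 3 SD, cut at about 60% in these data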;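 also: 0% = DMSO-treated cells and 100% = gossypol-treated cells at 36 µM; higher means less SRC3-driven luciferase light from the GAL4 reporter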
NR5A2 inv ag: LRH-1 (NR5A2) inverse agonists, primary screen, cell-based, luminescence, HEK293T, StAR-luciferase reporter. AID 602396, 2012. inhibition, % at 3.6 µM. LRH-1 transfected, 24 h. Nuclear receptor subfamily 5 group A member 2 (Homo sapiens), O00482. hit rate 0.13% among 360,000;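 active = inhibition above the mean inhibition of all tested compounds plus 3 SD, cut at about 73% in these data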;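 also: 0% = DMSO wells and 100% = reporter-only cells lacking LRH-1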
Target sequence (O00482 whole entry, looked up): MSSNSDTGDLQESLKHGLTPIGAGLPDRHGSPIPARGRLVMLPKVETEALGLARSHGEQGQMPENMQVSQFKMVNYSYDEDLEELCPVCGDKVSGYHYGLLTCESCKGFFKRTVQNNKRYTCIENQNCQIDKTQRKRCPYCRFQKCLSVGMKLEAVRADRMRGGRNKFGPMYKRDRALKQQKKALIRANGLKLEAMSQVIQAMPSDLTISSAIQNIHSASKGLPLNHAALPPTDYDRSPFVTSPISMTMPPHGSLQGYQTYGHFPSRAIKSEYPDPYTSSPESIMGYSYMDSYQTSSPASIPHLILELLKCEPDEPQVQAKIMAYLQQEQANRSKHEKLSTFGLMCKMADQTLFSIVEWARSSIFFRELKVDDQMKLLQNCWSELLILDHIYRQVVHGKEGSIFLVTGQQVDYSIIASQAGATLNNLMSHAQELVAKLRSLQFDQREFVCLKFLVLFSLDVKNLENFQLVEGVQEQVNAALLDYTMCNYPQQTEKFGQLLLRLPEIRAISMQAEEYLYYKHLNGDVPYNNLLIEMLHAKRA
CF NFkB block: inhibitors of PAF-induced NF-kB signaling, primary screen, cell-based, GFP fluorescence, uHTS. hit rate 0.86% among 360,000. KKLEB NF-kB-GFP reporter, GFP fluorescence overnight. inhibition, % at 5 µM;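 active = at least 50% inhibition at 5 µM, scaled per plate between neutral and stimulator controls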;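 also: PAF is a Pseudomonas aeruginosa culture filtrate used as stimulus; plate controls were PAF-stimulated DMSO wells for no effect and unstimulated DMSO wells for full effect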
SRC1 inh: SRC1 coactivator transcriptional activity inhibitors, primary screen, cell-based, luminescence; AID 588354, 2011; hit rate 0.12% among 360,000; inhibition, % at 3.6 µM; HEK293 GAL4-SRC1 luciferase reporter; Nuclear receptor coactivator 1 (Homo sapiens), Q15788;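 active = inhibition above the campaign mean plus 3 SD, with each screening campaign given its own cutoff, cut at about 60% in these data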;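 also: 0% = DMSO treated cells and 100% = gossypol at 36 µM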
COUP-TFII inh: NR2F2 transcriptional activity inhibitors, primary screen, cell-based, luciferase reporter, HEK293T, luminescence | COUP transcription factor 2 (Homo sapiens), P24468 | HEK293T NGFI-A luciferase reporter | inhibition, % at 8.6 µM | hit rate 0.7% among 370,000;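 active = inhibition above a per-plate cutoff, mean inhibition of test wells between control levels plus 3 SD, cut at about 38% in these data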;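 also: cells cotransfected with COUP-TFII expression vector driving the NGFI-A reporter; 0% = median of COUP-TF2 test wells and 100% = reporter-only cells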
Target sequence (P24468 whole entry, looked up): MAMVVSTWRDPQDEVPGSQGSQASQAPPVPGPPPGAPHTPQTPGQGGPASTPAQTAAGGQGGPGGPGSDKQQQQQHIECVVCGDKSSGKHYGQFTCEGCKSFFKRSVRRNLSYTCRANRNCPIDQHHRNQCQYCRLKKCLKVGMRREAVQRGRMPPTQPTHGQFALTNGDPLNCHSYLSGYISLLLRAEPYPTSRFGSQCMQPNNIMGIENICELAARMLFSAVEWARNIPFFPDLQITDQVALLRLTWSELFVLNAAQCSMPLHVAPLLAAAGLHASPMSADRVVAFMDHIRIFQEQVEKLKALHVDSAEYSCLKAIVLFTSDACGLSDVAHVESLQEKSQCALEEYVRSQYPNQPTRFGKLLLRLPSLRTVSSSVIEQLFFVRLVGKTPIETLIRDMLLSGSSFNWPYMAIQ
KKLEB tox: cytotoxicity in KKLEB CF airway cells, primary screen, cytotoxicity control for CF NF-kB inhibitor project, cell-based, uHTS, fluorescence assay plates; KKLEB CF airway cells viability, ATPlite luminescence, overnight; active compounds read low; cells stimulated with P. aeruginosa culture filtrate; activity change (cytotoxicity), % at 5 µM; hit rate 0.36% among 360,000; AID 602141, 2011;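 active = corrected activity change at or below -50% at 5 µM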
Active calls of the source: *; nt = no result given.

1: O=C(COC(=O)CNC(=O)c1ccccc1F)NCCNC(=O)COC(=O)CNC(=O)c1ccccc1F
2: COC(=O)c1c(NC(=O)C(=O)NCCCN2CCOCC2)sc2c1CCC2
3: O=C(NC1CCCCC1)c1cccc(NC(=O)c2ccccc2Cl)c1
4: CSc1ccc(C#N)cc1NC(=O)c1cccc(Cl)c1
5: CCOc1ccc(S(=O)(=O)NCCC(=O)N2CCCC(C)C2)cc1 (stereo unspecified)
6: Cc1ccc(CNC(=O)CCCC(=O)Nc2cc(C)on2)cc1
assay / compound,1,2,3,4,5,6
TWEAK Fn14 block,-3,-2,1,3,3,4
LMP1 NFkB inh,7,-2,-4,-3,7,1
TROY signal inh,6,-19,11,-6,13,3
TRAIL sens C8,-1,9,-1,-6,-12,1
NCOA2 inhibitor,-18,3,2,-12,6,0
NCOA3 inh,21,13,14,6,-5,10
NR5A2 inv ag,-9,19,-4,0,6,2
CF NFkB block,32,-6,-10,4,10,-5
SRC1 inh,-2,-5,-9,-3,-19,-10
COUP-TFII inh,-8,6,0,3,1,-23
KKLEB tox,-4,4,7,-2,-15,2

Full records as entered above.
`CSc1ccc(C#N)cc1NC(=O)c1cccc(Cl)c1` as listed: TWEAK Fn14 block: 3; LMP1 NFkB inh: -3; TROY signal inh: -6; TRAIL sens C8: -6; NCOA2 inhibitor: -12; NCOA3 inh: 6; NR5A2 inv ag: 0; CF NFkB block: 4; SRC1 inh: -3; COUP-TFII inh: 3; KKLEB tox: -2
`Cc1ccc(CNC(=O)CCCC(=O)Nc2cc(C)on2)cc1` as listed: TWEAK Fn14 block: 4; LMP1 NFkB inh: 1; TROY signal inh: 3; TRAIL sens C8: 1; NCOA2 inhibitor: 0; NCOA3 inh: 10; NR5A2 inv ag: 2; CF NFkB block: -5; SRC1 inh: -10; COUP-TFII inh: -23; KKLEB tox: 2
`O=C(COC(=O)CNC(=O)c1ccccc1F)NCCNC(=O)COC(=O)CNC(=O)c1ccccc1F` as listed: TWEAK Fn14 block: -3; LMP1 NFkB inh: 7; TROY signal inh: 6; TRAIL sens C8: -1; NCOA2 inhibitor: -18; NCOA3 inh: 21; NR5A2 inv ag: -9; CF NFkB block: 32; SRC1 inh: -2; COUP-TFII inh: -8; KKLEB tox: -4

Remaining list, next part
7: Cc1ncc2c(n1)NC(=O)NC2
8: CCc1nc2ccc(C(=O)NC3CCN(Cc4ccccc4)CC3)cn2c1N(C)Cc1cc2ccccc2s1
9: OC[C@H]1O[C@@H](n2cnc3c(NCc4ccco4)ncnc32)[C@H](O)[C@@H]1O
10: Cc1ccc(C(=O)N2CCN(c3ncccn3)CC2)o1
11: CCCn1c(=N)c(S(=O)(=O)c2ccccc2)cc2c(=O)n3ccccc3nc21
12: CCCCC[C@@H]1C=C(C(=O)O)[C@H](c2ccc(OC)c(OC)c2)N1S(=O)(=O)c1ccc(C)cc1
assay / compound,7,8,9,10,11,12
TWEAK Fn14 block,-3,29,22,-2,-18,5
LMP1 NFkB inh,-6,nt,13,3,-8,1
TROY signal inh,-9,36,2,19,10,5
TRAIL sens C8,-18,36,48,-9,-3,-1
NCOA2 inhibitor,-11,12,-37,-2,6,-18
NCOA3 inh,6,-2,49,2,9,1
NR5A2 inv ag,8,16,48,-12,-11,12
CF NFkB block,16,31,41,0,20,-12
SRC1 inh,0,8,46,5,-3,-7
COUP-TFII inh,1,18,-2,2,29,-7
KKLEB tox,-5,-8,-26,-6,-4,0

13: CC1=C(C)CC(C(=O)Nc2cccc([N+](=O)[O-])c2)C(C(=O)O)C1 (stereo unspecified)
14: O=C(NCc1ccccc1)c1cc(C2COCCN2S(=O)(=O)c2cccs2)on1 (stereo unspecified)
15: Cc1cc2nnc(SC3CCCCN(C(=O)c4ccc(F)cc4)C3=O)n2c2ccccc12 (stereo unspecified)
16: CCCc1nc2n[nH]c(N)c2c2c1CCCC2
17: CCCCOC(=O)Nc1ccc(C)c(Cl)c1
18: Cc1nc2sccn2c(=O)c1CCN1CCC(=C(c2ccc(F)cc2)c2ccc(F)cc2)CC1
assay / compound,13,14,15,16,17,18
TWEAK Fn14 block,6,0,1,-32,-25,-12
LMP1 NFkB inh,-4,nt,6,9,-22,6
TROY signal inh,-11,-3,-2,-13,-134,25
TRAIL sens C8,9,1,1,-11,3,9
NCOA2 inhibitor,-25,-9,-5,-20,-39,10
NCOA3 inh,6,-8,1,-8,-88,9
NR5A2 inv ag,3,15,-15,-6,-178,3
CF NFkB block,3,-23,-4,5,1,12
SRC1 inh,-39,5,-14,1,-89,-4
COUP-TFII inh,1,13,-15,-2,-27,14
KKLEB tox,-2,14,11,6,-2,8

19: C[C@H]1CN([C@@H](C)CO)C(=O)CCCn2nncc2CO[C@@H]1CN(C)S(=O)(=O)c1ccccc1
20: O=C(Cn1c(COc2ccc(Cl)cc2)nc2ccccc21)NCC(F)(F)F
21: CC1CCc2sc3nc(NCc4ccco4)n4ncnc4c3c2C1 (stereo unspecified)
22: CC1(C)CC(=O)C2=C(C1)OC(N)=C(C#N)C2CCc1ccccc1 (stereo unspecified)
23: CCCN1CNC(=S)N(c2ccc(C(=O)OCC)cc2)C1
24: COc1ccc(NS(=O)(=O)c2cccc(C(=O)NCCCN3CCCC3=O)c2)cc1
assay / compound,19,20,21,22,23,24
TWEAK Fn14 block,-13,-15,-17,25,3,-13
LMP1 NFkB inh,-1,-4,-11,1,-4,-2
TROY signal inh,5,-11,-10,-16,-3,-13
TRAIL sens C8,10,0,-22,-3,-5,9
NCOA2 inhibitor,-6,-31,-17,13,-7,24
NCOA3 inh,3,8,5,17,16,7
NR5A2 inv ag,16,3,-1,4,1,-4
CF NFkB block,11,4,18,14,-21,-1
SRC1 inh,19,-6,-11,2,6,-9
COUP-TFII inh,8,-5,22,-5,12,8
KKLEB tox,-16,-6,-10,-3,16,4

25: Cc1cc(-c2ccc(Cl)cc2)oc(=O)c1NC(=O)c1ccccc1
26: CSc1nc2ccccc2nc1N(C)S(=O)(=O)c1ccc(C)cc1
27: CCCC12CN3CCN(CC(C3)/C1=N\NC(=O)c1ccc(F)cc1)C2
28: COc1cc(S(=O)(=O)N(C)C)ccc1Br
29: O=c1cc(CSc2nc3ccccc3c(=O)[nH]2)c2ccc(O)cc2o1
30: Cc1cccc(NC(=O)c2cccc(Cn3cc(Br)c([N+](=O)[O-])n3)c2)c1C
assay / compound,25,26,27,28,29,30
TWEAK Fn14 block,-18,8,11,-9,21,-6
LMP1 NFkB inh,-8,5,-5,2,27,-13
TROY signal inh,-15,12,-15,-30,19,-10
TRAIL sens C8,13,9,-1,6,-4,-6
NCOA2 inhibitor,-8,-10,-6,-21,17,14
NCOA3 inh,-16,-15,9,10,13,-12
NR5A2 inv ag,20,8,-68,-6,15,17
CF NFkB block,-30,-26,-12,12,43,-4
SRC1 inh,-2,2,-26,18,-4,3
COUP-TFII inh,3,-13,-25,2,23,-2
KKLEB tox,8,9,6,-1,8,3

31: COc1ccc(C(=O)OC(C)CN2CCOCC2)cc1OC (stereo unspecified)
32: CCC(=O)Nc1cccc(C2=NOC3(C2)C[C@@H](C(N)=O)N(C(=O)c2cc([N+](=O)[O-])cc([N+](=O)[O-])c2C)C3)c1 (stereo partly specified)
33: COc1ccc(C(=O)Nn2c(C)nc3ccccc3c2=O)cc1Br
34: O=S(=O)(c1ccccc1)N1CCN(C(=S)Nc2ccccc2Cl)CC1
35: Fc1ccccc1Nc1nc(-c2ccncc2)nc2ccccc12
36: COc1ccc(Nc2nc(N3CCN(S(C)(=O)=O)CC3)nc3ccccc23)c(OC)c1
assay / compound,31,32,33,34,35,36
TWEAK Fn14 block,0,-22,5,-9,-21,-35
LMP1 NFkB inh,2,1,0,-3,8,11
TROY signal inh,-6,-1,-29,-14,-4,-10
TRAIL sens C8,15,15,6,-29,-9,-4
NCOA2 inhibitor,10,2,30,-1,9,-4
NCOA3 inh,-51,-16,16,13,-10,-17
NR5A2 inv ag,-9,2,7,10,10,-5
CF NFkB block,-5,21,-17,-15,6,-32
SRC1 inh,4,-8,7,-8,1,14
COUP-TFII inh,17,-2,-22,4,2,-10
KKLEB tox,1,-11,5,9,-9,10

37: COCCCNC(=O)C1CCN(S(=O)(=O)c2ccc3nc4c(c(C(=O)O)c3c2)CCCCC4)CC1
38: CC(C)C(=O)Nc1nnc(S(=O)(=O)N2CCCc3ccccc32)s1
39: CC1CC(C)CN(C(=O)CSc2ccsc2[N+](=O)[O-])C1 (stereo unspecified)
40: CC1CN(S(=O)(=O)c2ccc(C(=O)OCc3ccc(C#N)cc3)cc2)CC(C)O1 (stereo unspecified)
41: O=C(CCCn1cnc([N+](=O)[O-])n1)Nc1ccc(F)c(Cl)c1
42: CC(C)Oc1ccc(Cc2c(O)nc(NCCCN(C)C)[nH]c2=O)cc1
assay / compound,37,38,39,40,41,42
TWEAK Fn14 block,-12,25,-14,-21,0,1
LMP1 NFkB inh,8,-2,2,-1,-4,0
TROY signal inh,-19,-7,-17,11,-10,10
TRAIL sens C8,-2,1,-3,-12,11,-6
NCOA2 inhibitor,-8,4,-18,-21,-4,-18
NCOA3 inh,-1,9,13,-1,10,17
NR5A2 inv ag,-4,-14,-9,-12,14,-1
CF NFkB block,13,-36,3,8,-21,-10
SRC1 inh,-2,-6,-19,-32,6,-32
COUP-TFII inh,11,2,-2,6,13,-5
KKLEB tox,-4,10,-4,-9,8,11

43: O=C(COC(=O)c1ccccc1OCc1ccccc1Cl)NCC1CCCO1 (stereo unspecified)
44: O=C(Oc1ccc(Br)cc1)c1cccnc1
45: Nc1ccc2nc(-c3ccccn3)[nH]c2c1
46: Cc1cc(NC(=O)CSCCc2ccncc2)no1
47: CCOC(=O)c1cccc(NC(=O)CCOc2ccccc2)c1
48: CN1CCN(c2ncnc3c2ncn3[C@H]2CN(Cc3cccnc3)C[C@@H](CO)O2)CC1
49: O=[N+]([O-])c1cc(NS(=O)(=O)c2ccc(Cl)nc2)ccc1Cl
50: Cc1cccc(OCC(=O)Nc2cc(NC(=O)COc3cccc(C)c3)cc(C(=O)O)c2)c1
assay / compound,43,44,45,46,47,48,49,50
TWEAK Fn14 block,-5,-8,22,9,7,7,2,5
LMP1 NFkB inh,-6,3,-9,-4,-2,nt,-10,14
TROY signal inh,5,-11,6,-10,-1,-4,28,7
TRAIL sens C8,-3,-9,38,-1,3,6,9,-11
NCOA2 inhibitor,-4,-28,-96,-12,-16,11,-21,-6
NCOA3 inh,23,-1,-54,1,-10,7,4,7
NR5A2 inv ag,22,13,-69,-10,3,-10,1,-4
CF NFkB block,23,-7,-6,14,-16,-4,41,4
SRC1 inh,-4,-25,-136,-5,-1,-11,-19,6
COUP-TFII inh,7,3,-12,-2,-4,-3,-10,-16
KKLEB tox,11,6,-9,-4,1,4,13,12

An unsorted share of the library; 4.2% or so of the library scored in one or more.
